# NCI-60 one-dose screen, 48 h, at 10 µM unless noted. Numbers give growth in % (100 = growth as untreated, 0 = no growth, -100 = all killed).
# KM12: KM12 colon cancer cells; 82,000 compounds, 5% hits; AID 1794800
# HCC-2998: HCC-2998 colon cancer; 79,000 compounds, 4.7% hits
# PC-3: PC-3 prostate cancer cells; 80,000 compounds, 3.9% hits
# OVCAR-3: OVCAR-3 ovarian cancer; AID 1794787; 79,000 compounds, 7% hits
# OVCAR-4: OVCAR-4 ovarian cancer cells; AID 1794784; 80,000 compounds, 3.7% hits
# OVCAR-8: OVCAR-8 ovarian cancer; 81,000 compounds, 4.4% hits
# OVCAR-5: OVCAR-5 ovarian cancer. 82,000 compounds, 2.9% hits. AID 1794783
# DU-145: DU-145 prostate cancer; 81,000 compounds, 4.2% hits; AID 1794760
# SW-620: SW-620 colon cancer; 82,000 compounds, 5.2% hits; AID 1794795
# * = called active by the depositor; / = no result given; [ ] = dose if it differs, or a comment. How the source made its calls: active means growth percent below 10; inactive means the rest.
smiles	KM12	HCC-2998	PC-3	OVCAR-3	OVCAR-4	OVCAR-8	OVCAR-5	DU-145	SW-620
CN(C)c1ccc(C(c2ccc(O)cc2)c2ccc(N(C)C)cc2)cc1	90	117	89	92	95	94	99	101	96
COc1ccc(-c2noc(CN3CCN(c4ccccc4OC)CC3)n2)cc1OC	105	118	96	112	87	101	111	111	103
COc1ccc(S(=O)(=O)NNC(=O)CSc2nc3ccccc3c(=O)n2CCc2ccccn2)cc1OC	103	121	94	116	95	101	101	111	108
O=C(O)c1cc([N+](=O)[O-])ccc1Oc1ccccc1	98	105	89	105	104	97	101	104	96
CCOc1ccccc1N	109	110	93	106	/	86	114	113	103
Cn1ccnc1CN1CCSC(C(=O)Nc2ccccc2)C1 (stereo not drawn)	98	99	92	102	91	96	83	100	97
COc1ccc(N2CCN(CC(=O)N3CCN(c4nnc(-c5ccc(Cl)cc5)c(-c5ccc(Cl)cc5)n4)CC3)CC2)cc1	45	51	23	52	55	/	92	71	69
O=C(Cc1ccc(Nc2ccnc(C(F)(F)F)c2)cc1)N/N=C/c1ccccc1O	31	41	71	41	18	26	28	39	38
CN1CCN(c2ccc3nc(/N=C/c4ccc5sc(-c6ccc([N+](=O)[O-])cc6)nc5c4)sc3c2)CC1	105	101	104	112	105	100	107	106	116
O=C(OCCOCCO)c1ccccc1-c1c2cc(I)c(=O)c(I)c-2oc2c(I)c(O)c(I)cc12	106	103	96	106	111	97	101	109	112
Brc1ccc(-c2cc(-c3cccs3)cc(-c3ccccc3)n2)cc1	94	111	111	108	101	119	106	99	105
O=c1c2ccccc2nc(-c2ccccc2)n1O	102	110	103	108	108	104	110	108	105
C#CCNC(=O)c1cc(C(=O)c2ccc(C)cc2)n2ccc(-c3ccncc3)cc12	99	110	83	102	95	95	101	103	106
O=C1CCN(C(=O)Cc2ccccc2)c2ccccc21	105	96	99	109	113	105	101	108	114
c1ccc(COc2ccc(-c3nc4cc5nc6ccccc6[nH]c5cc4n3)cc2)cc1	92	107	91	98	105	95	101	98	100
COC(=O)c1c2c(c(C)[n+]([O-])c1C)C(=O)C=C(NCc1ccc(Br)cc1)C2=O	-11*	/	-11*	-73*	-93*	1.1*	-83*	-88*	-17*
Cn1c(=O)[nH]c(Cl)c([N+](=O)[O-])c1=O	108	97	93	120	100	102	111	116	104
Cc1ccc(S(=O)(=O)NC(=O)NCCSSCCNC(=O)NS(=O)(=O)c2ccc(C)cc2)cc1	113	108	97	109	112	106	94	110	98
C#CCN(C)CCCOc1ccc(NCc2ccc(/C=C/C(=O)NO)cc2)cc1Cl	5.7*	-43*	19	11	22	12	6.6*	14	10
CC(=O)OC/C=C(/C)C[P+](c1ccccc1)(c1ccccc1)c1ccccc1	33	80	41	63	86	35	81	58	54
CC/C(=N/O)c1ccccc1	108	94	95	121	95	97	108	114	117
COC(=O)[C@H](C)NC(=O)c1ccc(NC(=O)c2[nH]c(C)c(Cl)c2Cl)c(OCCN)c1	92	95	98	108	113	96	106	104	102
CCNc1nc(NC(C)C)nc(-c2ccncc2)n1	100	105	94	120	103	99	106	111	112
O=C(Nc1ccc(Nc2ccncc2)cc1)c1ccc(Nc2ccnc3ccc([N+](=O)[O-])cc23)cc1	90	77	80	93	84	104	105	103	105
CC1(C)CC[C@]23CC[C@]4(C)[C@H](CC[C@@H]5[C@@]6(C)CCC(=O)C(C)(C)[C@@H]6CC[C@]54C)[C@H]2[C@H]1NC3=O	96[100 µM]	95[100 µM]	35[100 µM]	90[100 µM]	/	64[100 µM]	108[100 µM]	94[100 µM]	105[100 µM]
CCCCCNCC(=O)Nc1ccc(C(=O)OCCCCC)cc1	98	99	65	97	102	98	102	104	95
COc1cc(-c2nc(SCC(C)C)nc(NC(C)(C)C)c2C#N)cc(OC)c1OC	101	116	100	97	97	104	110	104	99
Cc1cc(C)c(S(=O)(=O)O)cc1N	115	96	93	122	101	92	/	126	112
C[C@@H]1CC[C@@]2(OC1)O[C@H]1C[C@H]3[C@@H]4CC=C5C[C@@H](O[C@@H]6O[C@H](CO)[C@@H](O[C@@H]7O[C@@H](CO)[C@H](O)[C@H]7O)[C@H](O)[C@H]6O[C@@H]6O[C@@H](C)[C@H](O)[C@@H](O)[C@H]6O)CC[C@]5(C)[C@H]4CC[C@]3(C)[C@H]1[C@@H]2C	-91*	-76*	-90*	-90*	-90*	-91*	-88*	-95*	-86*
COc1ccc(OCC(O)CN2CCN(c3ccc(C)cc3)CC2)cc1 (stereo not drawn)	101	107	95	104	111	100	106	109	95
CSc1cccc(NC(=O)Nc2ccccc2C(N)=O)c1	110	100	/	126	95	114	96	114	110
c1ccc(C(=C(c2ccc(OCCN3CCCC3)cc2)c2ccc(OCCN3CCCC3)cc2)C2CCCC2)cc1	105	102	93	93	93	103	94	106	105
NC(N)=N/N=C(\c1ccc(Br)cc1)C1CC1	94	/	89	94	91	111	78	110	95
Cc1c(O)cc(-c2cnc(Nc3ccccc3)s2)c(O)c1C	96	118	76	102	85	94	111	105	104
CC(=O)c1ccc(NC(=O)CSc2nc3[nH]c(=O)n(C)c(=O)c3[nH]2)cc1	100	113	99	108	110	103	100	103	102
CC(=O)Nc1cccc(Oc2c(/C=N/NC(=O)Cn3c(=O)sc4ccccc43)c(C)nn2-c2ccccc2)c1	91	105	78	100	95	65	87	87	97
O=C(Nc1ccc(NCCN2CCOCC2)nc1)c1ccc([N+](=O)[O-])cc1	104	101	99	114	103	96	105	106	104
CN(C)Cc1ccc(O)c(C(=O)O)c1	108	109	105	111	118	108	108	114	106
O=C(O)c1cccc2c(=O)c3ccccc3oc12	113	110	99	106	113	101	100	96	105
COc1ccc(Cc2nnc(SCC(=O)c3ccc(Cl)cc3)n2Cc2ccccc2)cc1	91	100	48	83	100	91	112	97	99
COc1cc(C=Nc2oc(-c3ccccc3)c(-c3ccccc3)c2C#N)cc(CN2CCCC2)c1O	102	111	87	105	95	107	102	108	96
O=C(/C=C/c1cccs1)c1cccs1	92	104	106	113	91	111	97	102	103
c1ccc(-c2ccc(C(c3ccccc3)n3ccnc3)cc2)cc1 (stereo not drawn)	/	87	51	67	75	79	92	89	83
Cc1ccc(NC=O)cc1C	117	103	97	116	114	108	107	110	105
C[C@H](NC(=O)c1ccc2c(-c3ccc(C(F)(F)F)cc3)cccc2c1)c1ccccn1	47	50	34	46	42	45	75	56	68
C(=C/CN(Cc1ccccc1)Cc1ccccc1)/CN(Cc1ccccc1)Cc1ccccc1	96	97	67	105	90	89	109	103	93
COc1ccc(/C=C/c2cc(/C=C/c3ccc(OC)c(OC)c3OC)n(-c3ccccc3)n2)c(OC)c1OC	95	89	63	97	90	91	106	97	101
COc1ccc(C=Nc2ccc([N+](=O)[O-])cc2)cc1	76	90	98	117	142	109	95	97	89
O=C1NC(=NCCO)S/C1=C\c1ccc(O)cc1	105	97	97	104	92	102	98	102	102
C#CCOc1cccc(Nc2ncnc3ccc(NC(=O)C=C)cc23)c1	60	85	48	19	59	32	53	24	56
C=CCNc1ncnc2nc[nH]c12	102	104	94	105	119	101	96	113	106
COc1ccccc1NCc1nnc(-c2ccc(Cl)cc2)o1	101	102	88	103	101	100	105	112	97
N/C(=N\N=C\c1ccc(Cl)cc1Cl)c1c(N)nc(=S)[nH]c1-c1ccc(Cl)cc1Cl	100	100	98	108	104	110	117	108	105
Cc1ccccc1CC1c2[nH]c3ccccc3c2CCN1C (stereo not drawn)	94	98	92	97	103	116	105	103	101
O=S(=O)(Nc1cccnc1Oc1ccccc1)c1cc(Cl)ccc1Cl	103	98	96	102	112	99	114	100	110
CCOc1ccc(-n2nc(C(=O)Nc3ccc(F)c(F)c3)nc2-c2cc(OC)c(OC)c(OC)c2)cc1	57	/	47	61	66	42	101	80	90
CCOC(=O)C1=C(CSC2=NCCS2)N(C)C(=O)NC1c1ccccc1 (stereo not drawn)	101	96	103	100	84	87	92	101	104
CC(=O)c1cc(Cl)ccc1O	96	97	91	102	120	109	94	105	96
COC(=O)C1C(C)=Nc2c(N)ncnc2NC1c1ccccc1 (stereo not drawn)	99	120	93	100	101	106	99	113	106
COc1cc(CCC[P+](c2ccccc2)(c2ccccc2)c2ccccc2)c(OC)c2c1OCO2	6.9*	27	14	5.0*	11	9.8*	65	29	31

# Additional structures.
smiles	KM12	HCC-2998	PC-3	OVCAR-3	OVCAR-4	OVCAR-8	OVCAR-5	DU-145	SW-620
N#Cc1cc([C@@H]2Nc3ccc4[nH]ccc4c3[C@H]3C4CCC(C4)[C@@H]23)ccc1F (stereo partly drawn)	101	104	76	96	87	98	110	109	95
O=C1/C(=C/c2ccccc2)SC(=NC2CCCCC2)N1Nc1ccccc1	87	95	80	/	73	87	98	86	80
CC1(C)CC[C@]2(C(=O)O)CC[C@]3(C)C(=CC[C@@H]4[C@@]5(C)CC(=C/c6cccnc6)/C(=N/O)C(C)(C)[C@@H]5CC[C@]43C)[C@@H]2C1	53	94	48	89	89	74	117	96	96
C=C1C(=O)O[C@H]2[C@H]1CC/C(COC(=O)n1cc(C)nc1CC)=C\CC[C@@]1(C)O[C@@H]21	109	111	90	58	89	81	100	98	59
CCN(CC)Cc1c2c(O)c3c(O)c(C)c4c(c3c1O)C(=O)C(C)(O/C=C/C(OC)C(C)C(OC(C)=O)C(C)C(O)C(C)C(O)C(C)/C=C/C=C(\C)C(=O)N2)O4 (stereo not drawn)	108	109	109	115	80	118	96	110	98
CC1=CCC(OC(=O)C(C)(C)CC(O)(C(C)O)C(O)C2(C)C=CC(Cc3ccc(C(C)C)cc3)(C(C)C)CC2)(C(C)C)CC1 (stereo not drawn)	105	103	97	102	102	104	95	107	93
O=C(Nc1cccc(Cl)c1)C1=NCCCCN1	105	96	101	99	109	102	100	110	106
COc1ccc(/C=C/C(=O)c2ccc(OC)c(OC)c2)cc1	63	96	/	83	83	/	85	77	83
O=C(O)C(=Cc1ccc(Cl)cc1Cl)C(=O)O	116	104	97	123	/	113	111	117	117
Cc1nn(-c2ccccc2)c(Oc2ccccn2)c1-c1nc2ccccc2s1	88	103	91	102	99	102	93	99	105
CN1CCN(S(=O)(=O)O[C@@H]2C(=O)N(c3cc4c5ccccc5ccc4c4ccccc34)[C@H]2c2ccc(F)cn2)CC1	91	90	64	88	99	86	108	94	98
CCn1cc(C(=O)O)c(=O)c2cc(F)c(N3CCN(C(=O)C(C)Br)CC3)cc21 (stereo not drawn)	105	93	70	93	96	86	109	104	118
O=S(=O)(c1ccccc1)N1CCCCCCC1	103	109	104	111	91	99	110	114	105
Cc1nn(-c2ccc(F)cc2)c2ncnc(Oc3ccc(NC(=O)Nc4c(Cl)cccc4Cl)cc3)c12	103	106	/	112	103	97	104	106	98
CCOC(=O)c1ncn2c1CN(C)C(=O)c1cc(F)ccc1-2	111	104	94	119	96	107	108	125	106
COc1cc(/C=C/C(=O)c2ccc(Cl)cc2)ccc1OS(=O)(=O)c1ccc(C)cc1	81	112	76	81	93	84	111	105	6.8*
COC(=O)c1ccc2cc(OC)c(OC)cc2c1	108	99	92	112	113	104	101	116	99
OCc1ccccc1O[C@@H]1O[C@H](CO)[C@@H](O)[C@H](O)[C@H]1O	101	100	109	111	111	108	105	113	107
NC1(N2SC(S)=C3CCCC=C32)CCCCC1	102	101	109	107	107	107	104	98	99
N#Cc1nc(-c2ccccc2)oc1S(=O)(=O)N1CCCCC1	101	105	88	-54*	101	90	102	42	-13*

# Quoted at random: 5 records from the list
smiles	KM12	HCC-2998	PC-3	OVCAR-3	OVCAR-4	OVCAR-8	OVCAR-5	DU-145	SW-620
Cc1nn(-c2ccc(F)cc2)c2ncnc(Oc3ccc(NC(=O)Nc4c(Cl)cccc4Cl)cc3)c12	103	106	/	112	103	97	104	106	98
COC(=O)c1ccc2cc(OC)c(OC)cc2c1	108	99	92	112	113	104	101	116	99
N#Cc1cc([C@@H]2Nc3ccc4[nH]ccc4c3[C@H]3C4CCC(C4)[C@@H]23)ccc1F (stereo partly drawn)	101	104	76	96	87	98	110	109	95
O=S(=O)(c1ccccc1)N1CCCCCCC1	103	109	104	111	91	99	110	114	105
O=C(Nc1cccc(Cl)c1)C1=NCCCCN1	105	96	101	99	109	102	100	110	106

# Following part
smiles	KM12	HCC-2998	PC-3	OVCAR-3	OVCAR-4	OVCAR-8	OVCAR-5	DU-145	SW-620
COc1ccc(OC)c(/C=N/NC(=O)Cn2c(C(C)C)nc3ccccc32)c1	109	104	89	112	118	98	100	109	92
Cc1cccc(C)c1NC(=O)CSC(N)=O	104	104	93	114	112	100	110	111	109
CN(C1c2ccccc2Oc2ccccc21)S(=O)(=O)c1cc(Br)ccc1Br	74	102	74	81	89	88	91	109	77
COc1ccc(NC(=O)C2=C(C)Nc3ncnn3C2c2ccc(F)cc2)cc1 (stereo not drawn)	104	106	107	114	/	103	97	107	109
c1ccc(CCOC(c2ccccc2)(c2ccccc2)c2ccccc2)cc1	94	109	83	103	90	103	101	109	87
COc1ccc(-c2nc3c(c(C)nc4c3nnn4-c3cc(OC)c(OC)c(OC)c3)c(=O)o2)cc1	107	120	102	116	108	109	104	115	101
O=C1Nc2ccc(F)cc2/C1=N/c1nnc(Sc2ccc3[nH]ccc3c2)s1	98	109	100	103	110	99	115	107	98
CCOC(=O)N1CCN(CCCOc2cccc(N(CC)CC)c2)CC1	99	109	74	106	95	97	99	105	105

# Screens (PubChem BioAssay)

# An unsorted share of the library. Share with any hit: about 10%.
